Source: PubChem BioAssay (University of Kansas High Throughput Screening Laboratory)
Pf apPOL inh = Pf-apPOL DNA polymerase inhibition; Recombinant Pf-apPOL, molecular beacon fluorescence, 1.5 h; inhibition, % at 10 µM; hit rate 0.25% among 210,000; AID 1794808
mHTT-CaM PPI inh = disrupts binding of mutant huntingtin to calmodulin; P42858; hit rate 3.6% among 190,000; AlphaScreen His-mHTT/GST-CaM binding, luminescence; inhibition, % at 15 µM;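 further: 0% = both proteins with DMSO and 100% = one protein alone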
* marks the source's active call; other numbers are inactive results; & = joins results of further samples. No stated cut-off is given here; in the data, active means inhibition above about 50%; inactive means the rest.

Screening CC(C)S(=O)(=O)C(C#N)=Cc1cnc[nH]1 returned Pf apPOL inh 0.
Cc1ccc(C(=O)N2CCN(c3cc(-c4cccnc4)[nH]n3)CC2)cc1 was read as Pf apPOL inh -4 and mHTT-CaM PPI inh -3.
COc1cc2c(cc1OC)C(C(=O)NC1CCCCCC1)C(c1ccccc1F)N(C)C2=O (stereo not drawn) was read as Pf apPOL inh -5 and mHTT-CaM PPI inh 20.
For CC1CCCN(Cc2c(O)ccc3c(=O)c(-c4ccc(Cl)cc4)coc23)C1 (stereo not drawn) the results were Pf apPOL inh -23 and mHTT-CaM PPI inh 0.
Screening O=C1Nc2ccc(Cl)cc2/C1=C/c1ccc(Cl)cc1 returned Pf apPOL inh 1 and mHTT-CaM PPI inh 35.
COc1cccc(C2=NN(C(C)=O)C(c3cc4ccccc4nc3Cl)C2)c1OC (stereo not drawn) was read as Pf apPOL inh -8 and mHTT-CaM PPI inh 1.
For CCCNC(=O)C1COC2(CCCCC2)N1C(=O)c1cccc(F)c1 (stereo not drawn) the results were Pf apPOL inh -4 and mHTT-CaM PPI inh -3.
For CCn1c(SC)nnc1-c1nn(C)c2c1CN(C(=O)c1ccc(OC)c(OC)c1)CC2 the results were Pf apPOL inh -5 and mHTT-CaM PPI inh -6.
For O=C(Nc1ccc(C2(C(=O)NCc3ccc(F)c(Cl)c3)CCC2)cc1)C1CC1 the results were Pf apPOL inh -1 and mHTT-CaM PPI inh -17.
For Cc1cc(OC(=O)CCc2ccccc2)c([N+](=O)[O-])c(=O)[nH]1 the results were Pf apPOL inh -2 and mHTT-CaM PPI inh -9.
CCOC(=O)/C=C(/C)Nc1nonc1N(C(C)=O)C1CCCCC1 was read as mHTT-CaM PPI inh -4.
For CC(=O)N1CCc2cc(S(=O)(=O)Nc3cccc4c3CCCC4)ccc21 the results were Pf apPOL inh 5 and mHTT-CaM PPI inh 10.
COc1ccc(-c2c3c(=O)n(C)c(=O)n(C)c3c3c(C)cc(C)nn23)cc1 was read as Pf apPOL inh 5 and mHTT-CaM PPI inh -6.
Screening O=C(Cc1ccc(Cl)cc1)Nc1nc2ccc([N+](=O)[O-])cc2s1 returned Pf apPOL inh -5 and mHTT-CaM PPI inh 3.
For COc1ccc2c(c1)c(CN1CCC(C(=O)NCCN3CCCC3)CC1)cn2C the results were Pf apPOL inh -2 and mHTT-CaM PPI inh 11.

Continued (two carried over from the part before).
Screening O=C(Cc1ccc(Cl)cc1)Nc1nc2ccc([N+](=O)[O-])cc2s1 returned Pf apPOL inh -5 and mHTT-CaM PPI inh 3.
For COc1ccc2c(c1)c(CN1CCC(C(=O)NCCN3CCCC3)CC1)cn2C the results were Pf apPOL inh -2 and mHTT-CaM PPI inh 11.
Screening Cc1cc(Cl)ccc1N1CCN(C(=O)C2CCCC2)C(C)C1=O (stereo not drawn) returned Pf apPOL inh 0 and mHTT-CaM PPI inh 1.
C=CCNC(=O)C1Cc2ccccc2N2CCN(c3ncccn3)CC12 (stereo not drawn) was read as Pf apPOL inh -1 and mHTT-CaM PPI inh 13.
`CC1CCCCN1CCNS(=O)(=O)c1cc(Br)cc2c1N(C(=O)C1CC1)CC2` (stereo not drawn) gave Pf apPOL inh 3 and mHTT-CaM PPI inh 9.
Screening O=C(Nc1c2c(nn1-c1ccc([N+](=O)[O-])cc1)CSC2)c1cc(Br)ccc1Cl returned Pf apPOL inh -68 and mHTT-CaM PPI inh 29.
CCC(=O)Nc1ccc(C2(C(=O)NC(C)CC)CCCCC2)cc1 (stereo not drawn) was read as Pf apPOL inh -2 and mHTT-CaM PPI inh -8.
Screening Cc1cc(NC(=O)CSc2nnc(-c3cccs3)o2)n(-c2ccccc2)n1 returned Pf apPOL inh -7.
CCc1cccc(C)c1NC(=O)c1cc2ccccc2o1 was read as Pf apPOL inh -3 and mHTT-CaM PPI inh -9.
Screening O=C(NCc1nc(-c2ccc(C(F)(F)F)cc2)no1)c1ccccc1 returned Pf apPOL inh -14.
For Cc1oc(C2CCN(C(=O)Nc3cccc(F)c3C)CC2)nc1C(=O)N1CCOCC1 the results were Pf apPOL inh -2 and mHTT-CaM PPI inh 3.
`CS(=O)(=O)N(CC(=O)NCc1ccccn1)c1ccc(Cl)c(Cl)c1` gave Pf apPOL inh -10 and mHTT-CaM PPI inh 10.
`O=C(c1cccc(C(=O)N2CCCc3ccccc32)n1)N1CCCc2ccccc21` gave Pf apPOL inh -2 and mHTT-CaM PPI inh 0.
For Cc1ccc(C(O)CN2CCN(c3ccccn3)CC2)c(C)c1 (stereo not drawn) the results were Pf apPOL inh -2 and mHTT-CaM PPI inh -4.
For COc1cc(OC)c(OC)cc1C=C1Oc2c(ccc3c2CN(Cc2cccnc2)CO3)C1=O the results were Pf apPOL inh -2 and mHTT-CaM PPI inh 9.
COc1ccccc1NC(=O)C1=C(C)Nc2nnnn2C1c1ccccc1OC(F)F (stereo not drawn) was read as Pf apPOL inh -3 and mHTT-CaM PPI inh 6.
`O=C(c1cc2c(s1)CCC(C(=O)N1CCCCCC1)C2)N1CCCC1` (stereo not drawn) gave Pf apPOL inh -2 and mHTT-CaM PPI inh -1.

At a glance, part of the list above.
Screening Cc1cc(Cl)ccc1N1CCN(C(=O)C2CCCC2)C(C)C1=O (stereo not drawn) returned Pf apPOL inh 0 and mHTT-CaM PPI inh 1.
C=CCNC(=O)C1Cc2ccccc2N2CCN(c3ncccn3)CC12 (stereo not drawn) was read as Pf apPOL inh -1 and mHTT-CaM PPI inh 13.
`CC1CCCCN1CCNS(=O)(=O)c1cc(Br)cc2c1N(C(=O)C1CC1)CC2` (stereo not drawn) gave Pf apPOL inh 3 and mHTT-CaM PPI inh 9.
Screening O=C(Nc1c2c(nn1-c1ccc([N+](=O)[O-])cc1)CSC2)c1cc(Br)ccc1Cl returned Pf apPOL inh -68 and mHTT-CaM PPI inh 29.

(listing goes on)
O=C(Nc1ccc(F)cc1)c1ccc(-c2cccc(F)c2)nc1 was read as Pf apPOL inh -2 and mHTT-CaM PPI inh -7.
Screening O=C(NCc1csc(C2CCCN(C(=O)c3cc(F)ccc3Cl)C2)n1)C1CCC1 (stereo not drawn) returned Pf apPOL inh -1 and mHTT-CaM PPI inh 13.
`Cc1ccc(CC(=O)NC2CCN(c3ccc(C)cc3)C2=O)cc1` (stereo not drawn) gave Pf apPOL inh -3 and mHTT-CaM PPI inh -6.
For Nc1n/c(=N/Nc2ccccc2)ss1 the results were mHTT-CaM PPI inh inactive.
`Brc1ccc2c(c1)c1nc3ccccc3nc1n2CCc1ccccc1` gave mHTT-CaM PPI inh -5.
For O=C(c1ccccc1F)N1CCC2(CC1)NC(=O)N(Cc1ccc(Cl)cc1)C2=O the results were Pf apPOL inh -5 and mHTT-CaM PPI inh 2.
For COc1ccc(S(=O)(=O)Nc2ccccc2C)cc1 the results were Pf apPOL inh -6 and mHTT-CaM PPI inh -4.
For Cc1onc(-c2ccccc2)c1C(=O)CN1CCN(c2nc3cc(Cl)ccc3s2)CC1 the results were Pf apPOL inh -8&-3.
Screening Cc1cc(-c2ccc3c(c2)CCN3C(=O)c2cccc(N(C)C)c2)on1 returned Pf apPOL inh -12 and mHTT-CaM PPI inh 20.
`O=C(O)c1ccc(NC(=O)c2cccc(C(=O)Nc3ccc(C(=O)O)cc3)c2)cc1` gave Pf apPOL inh 1 and mHTT-CaM PPI inh -6.
Screening COc1ccc2cc(C(=O)OC(C)C)sc(=O)c2c1OC returned Pf apPOL inh 3 and mHTT-CaM PPI inh -3.
COc1ccc(C2(C(=O)N3CCCC3)CCOCC2)cc1OC was read as Pf apPOL inh -7&4 and mHTT-CaM PPI inh 5&1.
COc1ccccc1-c1nnc(NC(=O)c2ccc(S(=O)(=O)N(C)C3CCCCC3)cc2)o1 was read as Pf apPOL inh -56 and mHTT-CaM PPI inh 13.
Screening CN(C)CCN(C)CC1CC2C=CC1C2 (stereo not drawn) returned Pf apPOL inh -5 and mHTT-CaM PPI inh 1.
Screening CC(=O)N1CCN(CCN2C(=O)C3C4c5ccccc5C(c5ccccc54)C3C2=O)CC1 (stereo not drawn) returned Pf apPOL inh 2 and mHTT-CaM PPI inh 4.
For COc1ccc(Cl)cc1NC(=O)CSc1nnc(NC(=O)NC(C)(C)C)s1 the results were Pf apPOL inh 1 and mHTT-CaM PPI inh -4.
Screening CCN(CC)S(=O)(=O)c1ccc(NC(=O)c2sc3cc(OC)ccc3c2Cl)cc1 returned Pf apPOL inh -5 and mHTT-CaM PPI inh 1.
`C[C@H](CCC(=O)OCc1cn(CC(=O)c2ccc(O)cc2)nn1)[C@H]1CC[C@H]2[C@@H]3CC[C@@H]4C[C@H](O)CC[C@]4(C)[C@H]3C[C@H](O)[C@]12C` gave Pf apPOL inh 1 and mHTT-CaM PPI inh 26.
For CCOc1cc([N+](=O)[O-])cc(C=Nc2cccc(NC(=O)c3ccccc3C)c2)c1O the results were Pf apPOL inh -7 and mHTT-CaM PPI inh 36.
Screening Cc1ccc(Nc2c(C(=O)NC3CCCCC3)cnc3c2c(C)nn3C)cc1 returned Pf apPOL inh -1 and mHTT-CaM PPI inh -5.
Screening Cc1ccc(C)c(Nc2nnc(-c3cc4c(CO)cnc(C)c4oc3=O)s2)c1 returned Pf apPOL inh -4 and mHTT-CaM PPI inh 6.
CSC(=CC(=O)C(C)(C)C)SC was read as Pf apPOL inh 0.
For O=C(NCc1ccccc1F)c1ccn2c(-c3ccccc3Cl)nnc2c1 the results were Pf apPOL inh -2 and mHTT-CaM PPI inh 3.
`NNc1cccc2ncccc12` gave mHTT-CaM PPI inh 11.
`O=C(CCc1ccccc1)Nc1ccc([N+](=O)[O-])cc1Br` gave Pf apPOL inh -8 and mHTT-CaM PPI inh -1.
Screening Cc1ccc(C)n1-c1ccc(C=Nc2ccc(Cl)cc2)cc1 returned Pf apPOL inh -5.
`O=C1C2CCCN2C(c2cccc(Br)c2)N1c1nccs1` (stereo not drawn) gave Pf apPOL inh -4 and mHTT-CaM PPI inh -7.
CN(C)c1nc2cc(C(=O)N3CCCCC3)sc2n1-c1ccccc1 was read as Pf apPOL inh 3 and mHTT-CaM PPI inh 8.
Screening Cc1ccc(-c2nnc(N3CCC(C(=O)NCCN4CCc5ccccc5C4)CC3)o2)cc1 returned Pf apPOL inh -4 and mHTT-CaM PPI inh 34.
Cc1noc(CNC(=O)COc2ccccc2F)n1 was read as Pf apPOL inh -5 and mHTT-CaM PPI inh -10.
Screening CCOc1ccc(CC(=O)N2CCC(c3nc4ccncc4n3C(C)C)C2)cc1 (stereo not drawn) returned Pf apPOL inh -6 and mHTT-CaM PPI inh 3.
For O=C(c1cc(S(=O)(=O)N2CCOCC2)cs1)N1CCCc2ccccc21 the results were Pf apPOL inh -7 and mHTT-CaM PPI inh -1.
`Cn1c(=O)c2c(ncn2CC(=O)Nc2ccc(S(N)(=O)=O)cc2)n(C)c1=O` gave Pf apPOL inh -2 and mHTT-CaM PPI inh -10.
For Cc1cc(C)cc(C(=O)NCC(=O)N2CCCc3ccccc32)c1 the results were Pf apPOL inh 10 and mHTT-CaM PPI inh 4.
`COC(=O)CCCC[C@@H]1SC[C@@H](N)[C@H]1O` gave mHTT-CaM PPI inh -5.
Screening COC(=O)C1=C(C)NC2=C(C(=O)CC(C)(C)C2)C1c1cnc[nH]1 (stereo not drawn) returned Pf apPOL inh 3.
For CC(=O)c1ccc(N=c2oc3ccccc3cc2C(N)=O)cc1 the results were Pf apPOL inh 0 and mHTT-CaM PPI inh -3.
`O=C(C=Cc1ccccc1)Oc1ccc2c(c1)OC(=Cc1cccnc1)C2=O` gave Pf apPOL inh -5 and mHTT-CaM PPI inh 46.
For CCOc1ccccc1NC(=O)c1cc(S(=O)(=O)NCc2ccccc2)ccc1F the results were Pf apPOL inh -18 and mHTT-CaM PPI inh 11.
For CCc1ccc(NC(=O)Cn2cnc3c(-c4ccc(F)cc4)csc3c2=O)cc1 the results were Pf apPOL inh -7 and mHTT-CaM PPI inh -4.
COc1ccc(C=NNc2nc3ccccc3nc2C=Cc2cccs2)cc1 was read as Pf apPOL inh -6&-4.
For CCCNC(=O)C1CCCN(c2ncccc2-c2noc(C3CCC3)n2)C1 (stereo not drawn) the results were Pf apPOL inh -5 and mHTT-CaM PPI inh 4.
Screening Cc1ccc(C)c(N2CCN(C(=O)c3csc4ccccc34)CC2)c1 returned Pf apPOL inh 1 and mHTT-CaM PPI inh 26.
`O=C(Cn1cnc2ccccc2c1=O)N1CC(c2nc(-c3cccs3)no2)C1` gave Pf apPOL inh -6 and mHTT-CaM PPI inh -13.
Screening COc1ccc(NC(=O)c2csc3c2CCCC3)cc1 returned Pf apPOL inh -5 and mHTT-CaM PPI inh -7.
`CCOc1ccc(C2C(N3C(=O)c4ccccc4C3=O)C(=O)N2c2ccc(OC)c(Cl)c2)cc1` (stereo not drawn) gave Pf apPOL inh 19 and mHTT-CaM PPI inh 10.
Cc1cccc(NC(=O)C2CCCN(c3nccc4sccc34)C2)c1C (stereo not drawn) was read as Pf apPOL inh -5 and mHTT-CaM PPI inh -4.

Compounds from the list above that contain a tert-butyl group (2):
For COc1ccc(Cl)cc1NC(=O)CSc1nnc(NC(=O)NC(C)(C)C)s1 the results were Pf apPOL inh 1 and mHTT-CaM PPI inh -4.
CSC(=CC(=O)C(C)(C)C)SC was read as Pf apPOL inh 0.
